Screening results as filed in PubChem.
IDE exosite FP: displaces the probe from the exo-site of human IDE | P14735 | purified IDE, FL-6b probe fluorescence polarization; hits give low values | z-score at 20 µM | hit rate 6.3% among 17,000 | AID 1259349;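 active = z-score of -3 or lower, meaning strong loss of probe binding signal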;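 also: His-tagged human IDE residues 42-1019 made in E. coli with 30 nM FL-6b probe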
Target sequence (P14735 42-1019 limits assumed): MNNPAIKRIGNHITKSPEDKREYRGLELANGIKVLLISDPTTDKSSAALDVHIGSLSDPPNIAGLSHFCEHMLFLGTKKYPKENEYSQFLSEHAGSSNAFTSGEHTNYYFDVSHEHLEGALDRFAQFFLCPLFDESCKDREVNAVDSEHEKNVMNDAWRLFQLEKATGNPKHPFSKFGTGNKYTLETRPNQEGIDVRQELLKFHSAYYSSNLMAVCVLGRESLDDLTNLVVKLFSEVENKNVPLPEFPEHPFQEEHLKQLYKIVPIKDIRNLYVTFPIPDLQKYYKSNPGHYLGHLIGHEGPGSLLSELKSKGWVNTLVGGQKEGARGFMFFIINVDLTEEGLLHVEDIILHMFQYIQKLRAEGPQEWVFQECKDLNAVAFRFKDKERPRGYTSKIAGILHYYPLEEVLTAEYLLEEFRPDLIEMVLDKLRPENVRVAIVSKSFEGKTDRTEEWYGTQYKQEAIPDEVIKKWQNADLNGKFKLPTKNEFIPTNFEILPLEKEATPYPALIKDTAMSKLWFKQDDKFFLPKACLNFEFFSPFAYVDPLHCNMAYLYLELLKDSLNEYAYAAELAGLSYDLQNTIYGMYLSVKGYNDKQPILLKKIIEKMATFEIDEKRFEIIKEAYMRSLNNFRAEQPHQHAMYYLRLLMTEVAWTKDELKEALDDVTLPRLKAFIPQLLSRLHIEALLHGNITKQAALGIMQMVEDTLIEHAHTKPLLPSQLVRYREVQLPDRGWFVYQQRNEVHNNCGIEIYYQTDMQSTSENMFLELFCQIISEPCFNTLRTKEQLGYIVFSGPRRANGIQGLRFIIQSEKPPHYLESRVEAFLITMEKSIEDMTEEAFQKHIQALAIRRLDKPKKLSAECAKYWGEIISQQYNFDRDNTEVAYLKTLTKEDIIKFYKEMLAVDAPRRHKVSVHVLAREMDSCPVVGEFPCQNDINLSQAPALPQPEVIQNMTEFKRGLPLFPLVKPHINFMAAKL
* = called active by the depositor; & = joins results of further samples; ! = not active in a repeat.

smiles | IDE exosite FP
O=C(C[C@H]1C[C@H]2c3cc(NC(=O)c4ccc5c(c4)OCO5)ccc3O[C@H]2[C@@H](CO)O1)NCCN1CCCCC1 | -0.42
CC(=O)NC[C@@H]1[C@@H](c2ccc(-c3ccccc3)cc2)[C@H](CO)N1C(=O)C1CCC1 | 2
c1cc(-c2ccc(C3[C@H]4CNC[C@@H]3N4CC3CCCCC3)cc2)ccn1 (some centres not stated) | 1.8&1.4
Cc1ccc(S(=O)(=O)N(C)C[C@H]2Oc3cc(C#CC4CCCC4)ccc3S(=O)(=O)N([C@@H](C)CO)C[C@H]2C)cc1 | -1.4
CC(C)(O)C#Cc1ccc([C@H]2[C@@H](CO)N3CCCCN(C(=O)c4cccc(F)c4)C[C@H]23)cc1 | -1.6
CC(=O)N(C[C@@H]1N[C@@H](CO)[C@@H]1c1ccc(-c2ccc(F)cc2)cc1)C(C)C | 2.7
CCc1cnc(N2[C@H](C#N)[C@H](c3ccccc3)[C@@H]2CO)s1 | 4.2
O=C(Nc1cccc(F)c1)N1CC(=O)N2[C@@H](CO)[C@@H](c3ccc(-c4cccc(F)c4)cc3)[C@@H]2C1 | -1
C[C@H](CO)N1C[C@H](C)[C@H](CN(C)S(=O)(=O)c2cccc(C#N)c2)OCc2ccccc2-c2ccccc2C1=O | 1.6
O=C(Nc1cccc(F)c1)N1CCCCN2[C@H](C1)[C@@H](c1ccc(-c3ccncc3)cc1)[C@@H]2CO | 2.3
O=C(c1cccc(F)c1)N1CCCCN2[C@@H](CO)[C@H](c3ccc(-c4cccnc4)cc3)[C@@H]2C1 | 2.1
C[C@H](CO)N1C[C@H](C)[C@H](CN(C)S(=O)(=O)c2ccc([N+](=O)[O-])cc2)OCc2ccccc2-c2c(n(C)c3ccccc23)C1=O | -1.3
COCC(=O)N1CCCCN2[C@@H](CO)[C@@H](c3ccc(-c4ccc(C)cc4)cc3)[C@@H]2C1 | 0.039
CN(C[C@@H]1N[C@H](CO)[C@H]1c1ccc(C2=CCCC2)cc1)C(=O)c1ccncc1 | 2.7
N#C[C@@H]1[C@@H](c2ccccc2)[C@@H](CO)N1S(=O)(=O)Cc1ccccc1 | 0.68
Cc1ccccc1-c1ccc([C@H]2[C@H](CO)N3CCCCN(S(C)(=O)=O)C[C@@H]23)cc1 | -4.6*
CN(C)CC(=O)N1CCCCN2[C@@H](CO)[C@H](c3ccc(/C=C/c4ccccc4)cc3)[C@@H]2C1 | -6.5*
O=C(Nc1ccc(F)cc1)N1CC(=O)N2[C@H](C1)[C@H](c1ccc(C#Cc3cccnc3)cc1)[C@@H]2CO | -1.6
CCN(C[C@H]1[C@@H](c2ccccc2)[C@H](CO)N1C(C)=O)C(=O)c1ccccn1 | 1.1
O=C(CN1CCOCC1)N1CCCCN2[C@H](CO)[C@@H](c3ccc(/C=C/c4ccccc4)cc3)[C@@H]2C1 | -3.7*

In a second layout: results already given.
IDE exosite FP,mol
-1.3,C[C@H](CO)N1C[C@H](C)[C@H](CN(C)S(=O)(=O)c2ccc([N+](=O)[O-])cc2)OCc2ccccc2-c2c(n(C)c3ccccc23)C1=O
-4.6*,Cc1ccccc1-c1ccc([C@H]2[C@H](CO)N3CCCCN(S(C)(=O)=O)C[C@@H]23)cc1

Remaining list, next part:
smiles | IDE exosite FP
C[C@H](NC(=O)C[C@H]1CC[C@H]2[C@@H](COc3ccc(NS(=O)(=O)c4ccc(Cl)cc4)cc3C(=O)N2C)O1)c1ccccc1 | -0.59
CO[C@@H]1CN(C)C(=O)c2cc(NC(=O)c3cnccn3)ccc2OC[C@@H](C)NC[C@@H]1C | 0.77
Cc1noc(C)c1NC(=O)Nc1ccc2c(c1)C(=O)N([C@H](C)CO)C[C@H](C)[C@@H](CN(C)S(=O)(=O)c1cccs1)OCCCC[C@@H](C)O2 | -0.07
CCC(=O)N1CC(=O)N2[C@H](CO)[C@@H](c3ccc(C#CC(C)C)cc3)[C@H]2C1 | 1
N#C[C@@H]1[C@@H](c2ccccc2)[C@H](CO)N1C(=O)Cc1ccccc1 | 0.94
CCNC[C@H]1[C@H](c2ccc(C3=CCCCC3)cc2)[C@@H](CO)N1C(=O)NC(C)C | 3.7
N#C[C@H]1[C@H](c2ccc(-c3cccc(F)c3)cc2)[C@@H](CO)N1C(=O)NC1CCCC1 | -0.83
Cc1ccc(S(=O)(=O)N(C)C[C@H]2OCCCC[C@H](C)Oc3ccc(NC(=O)c4ccncc4)cc3C(=O)N([C@@H](C)CO)C[C@H]2C)cc1 | 1.6
N#C[C@@H]1[C@@H](c2ccc(C#Cc3ccccc3F)cc2)[C@@H](CO)N1C(=O)C1CC1 | -1.6
COCC(=O)N1CC2(C1)CN(Cc1ccc3c(c1)OCO3)[C@@H](CO)c1c2c2ccc(OC)cc2n1C | 0.25
COc1ccccc1NC(=O)N1CCCCN2[C@H](CO)[C@@H](c3ccc(C#Cc4ccccc4)cc3)[C@H]2C1 | -2.7
C/C=C/c1ccc([C@H]2[C@@H](CO)N3CCCCN(S(=O)(=O)c4ccc(OC)cc4)C[C@H]23)cc1 | 0.44
Cc1cccc(S(=O)(=O)N[C@H]2CC[C@H](CCNC(=O)Nc3cc(F)ccc3F)O[C@@H]2CO)c1 | 3.1
Cc1noc(C)c1NC(=O)N1C[C@@H](O)COC[C@@H]2O[C@@H](CC(=O)N[C@@H]3CCN(Cc4ccccc4)C3)CC[C@H]21 | -0.37
Cc1cccc(S(=O)(=O)N2CCCCN3[C@H](C2)[C@@H](c2ccc(C#C[C@@H](C)O)cc2)[C@@H]3CO)c1 | 0.33
O=S(=O)(c1ccc(-c2ccccc2)cc1)N1C[C@@H]2N[C@H](C1)C2c1ccc(-c2cncnc2)cc1 (some centres not stated) | -0.55&3.8
CCc1sc(N2[C@H](C#N)[C@@H](c3ccccc3-c3ccc(F)cc3)[C@@H]2CO)nc1C | 4.2
CO[C@H](CN(C)Cc1cc(F)ccc1F)[C@H](C)CN([C@H](C)CO)S(=O)(=O)c1ccc(C)cc1 | 0.57
CCc1cnc(N2[C@H](CO)[C@@H](c3ccccc3)[C@@H]2C#N)s1 | 0.29
COc1ccc(NC(=O)N[C@H]2CC[C@H](CCNC(=O)CN3CCOCC3)O[C@@H]2CO)cc1 | 0.23

At a glance, part of the list above:
smiles | IDE exosite FP
Cc1cccc(S(=O)(=O)N2CCCCN3[C@H](C2)[C@@H](c2ccc(C#C[C@@H](C)O)cc2)[C@@H]3CO)c1 | 0.33
O=S(=O)(c1ccc(-c2ccccc2)cc1)N1C[C@@H]2N[C@H](C1)C2c1ccc(-c2cncnc2)cc1 (some centres not stated) | -0.55&3.8
CCc1sc(N2[C@H](C#N)[C@@H](c3ccccc3-c3ccc(F)cc3)[C@@H]2CO)nc1C | 4.2
CO[C@H](CN(C)Cc1cc(F)ccc1F)[C@H](C)CN([C@H](C)CO)S(=O)(=O)c1ccc(C)cc1 | 0.57
CCc1cnc(N2[C@H](CO)[C@@H](c3ccccc3)[C@@H]2C#N)s1 | 0.29
COc1ccc(NC(=O)N[C@H]2CC[C@H](CCNC(=O)CN3CCOCC3)O[C@@H]2CO)cc1 | 0.23

Next part
smiles | IDE exosite FP
O=C(C1CC1)N1CC(=O)N2[C@H](CO)[C@H](c3ccc(-c4ccccc4F)cc3)[C@H]2C1 | -7.9*
CCNC(=O)C[C@@H]1CC[C@@H]2[C@H](COC[C@@H](O)CN2C(=O)C2CCCC2)O1 | 0.68
Cc1ccccc1-c1ccc(C2[C@@H]3CN(Cc4ccc5c(c4)OCO5)C[C@H]2N3)cc1 (some centres not stated) | -4.3*!
COCC(=O)N1CCCCN2[C@H](CO)[C@H](c3ccc(C#Cc4cccnc4)cc3)[C@@H]2C1 | -3.1*
C[C@H](NC(=O)C[C@H]1CC[C@@H]2[C@H](COC[C@@H](O)CN2Cc2ccc(C(F)(F)F)cc2)O1)c1ccccc1 | 1.1
Cc1ccc(-c2ccc([C@H]3[C@H](CO)N4CCCCN(C(=O)c5ccncc5)C[C@@H]34)cc2)cc1 | -0.74
O=C(C[C@H]1CC[C@@H]2[C@H](COC[C@H](O)CN2C(=O)Nc2ccccc2)O1)NCc1ccccc1F | -0.31
CN(C)CC(=O)N1CCCCN2[C@H](CO)[C@@H](c3ccc(/C=C/c4ccccc4)cc3)[C@@H]2C1 | -12*
CC(=O)N1CC2(C1)[C@@H](c1ccc(-c3ccc(F)cc3)cc1)[C@@H](CO)N2CC1CC1 | 0.43
O=C(Cc1ccccn1)N[C@@H]1CC[C@H](CCNS(=O)(=O)c2cccc(F)c2)O[C@H]1CO | 0.46
COc1ccc2c3c(n(C)c2c1)[C@@H](CO)N(C)CC31CN(CC2CC2)C1 | 1.5
N#C[C@@H]1[C@H](c2ccccc2C2=CCCC2)[C@@H](CO)N1C(=O)C1CCCC1 | 0.99
Cc1ccc(-c2ccc([C@H]3[C@H](CO)N4C(=O)CN(C(=O)NC(C)C)C[C@@H]34)cc2)cc1 | -0.41
CC(C)C#Cc1ccc([C@@H]2[C@H](CO)N3CCCCN(C(=O)c4ccc5c(c4)OCO5)C[C@@H]23)cc1 | 2.9
CC(=O)N(C)C[C@H]1[C@H](c2ccc(-c3ccccc3)cc2)[C@@H](CO)N1C(=O)C1CC1 | 0.51
O=C(Nc1cc(F)ccc1F)N1CCCCN2[C@H](CO)[C@@H](c3ccc(-c4ccncc4)cc3)[C@@H]2C1 | 1.4
O=C(C[C@H]1CC[C@H]2[C@@H](COC[C@@H](O)CN2C(=O)Nc2ccccc2)O1)NCc1ccccc1F | -0.33
CCC(=O)N1CC(=O)N2[C@H](CO)[C@H](c3ccc(C#CCC(C)C)cc3)[C@@H]2C1 | 1.4
C[C@@H]1CN([C@@H](C)CO)C(=O)CCCn2nncc2CO[C@H]1CN(C)C(=O)c1cc(-c2ccccc2)on1 | -1.1
COc1cccc(-c2ccc3c(c2)O[C@H](CN(C)Cc2cccnc2)[C@H](C)CN([C@H](C)CO)S3(=O)=O)c1 | 0.53
COc1ccc2c3c(n(C)c2c1)[C@H](CO)N(C(=O)CN1CCOCC1)CC31CCN(Cc2ccncc2)CC1 | -0.44
COc1ccc(C#Cc2ccc([C@H]3[C@H](CO)N4C(=O)CN(C(=O)c5ccncc5)C[C@@H]34)cc2)cc1 | 1.4
COc1ccc(C#Cc2ccc3c(c2)[C@@H]2[C@@H](CCN2Cc2nccs2)[C@@H](CO)N3)cc1 | 0.28
CN(C)C(=O)c1ccc(-c2ccc([C@@H]3[C@@H](CO)N4C(=O)CN(C(=O)C5CCC5)C[C@H]34)cc2)cc1 | -0.31
CCNC(=O)[C@H]1[C@H](CO)[C@H]2Cn3c(ccc(-c4cccc(F)c4)c3=O)[C@H]2N1C(=O)Cc1cccnc1 | -0.53
O=C(c1ccc(F)cc1)N1CC(=O)N2[C@H](CO)[C@@H](c3ccc(-c4cccnc4)cc3)[C@H]2C1 | 0.56
COc1cccc(-c2ccc([C@H]3[C@H]4CN(C(=O)C5CCC5)CC(=O)N4[C@H]3CO)cc2)c1 | -5.7*
CN1C(=O)c2cc(NS(C)(=O)=O)ccc2OC[C@@H]2O[C@@H](CC(=O)NCc3ccccc3)CC[C@H]21 | -0.3
CN(C)C(=O)c1ccc(-c2ccc3c(c2)[C@H]2[C@H](CCN2C(=O)C2CCCC2)[C@H](CO)N3C)cc1 | 1.9
C/C=C/c1ccc([C@H]2[C@@H](CNC(C)=O)N(C(=O)Cc3cccnc3)[C@H]2CO)cc1 | 4
COC(=O)C[C@H]1CC[C@@H]2[C@H](COC[C@H](O)CN2S(=O)(=O)c2ccccc2OC)O1 | 0.74
C[C@@H]1CN([C@H](C)CO)C(=O)c2cccc(N(C)C)c2O[C@H]1CN(C)C(=O)Nc1ccc(F)cc1 | 1.2
CN(C)C(=O)C[C@@H]1C[C@H]2c3cc(NC(=O)c4cccnc4)ccc3O[C@H]2[C@H](CO)O1 | -0.51
CCCNC(=O)N1CC(=O)N2[C@H](C1)[C@@H](c1ccc(-c3ccc(C)cc3)cc1)[C@@H]2CO | -2.4
O=C(C[C@@H]1C=C[C@@H](NC(=O)Nc2ccccc2F)[C@H](CO)O1)NCc1ccc(-c2ccccc2)cc1 | -0.93
CN(C)CC(=O)N1[C@@H](C#N)[C@H](c2ccc(C#CC3CC3)cc2)[C@@H]1CO | 3.1
C[C@@H]1CCCCO[C@H](CN(C)S(=O)(=O)c2ccc(F)cc2)[C@H](C)CN([C@@H](C)CO)C(=O)c2cc(N(C)C)ccc2O1 | -0.76
CO[C@@H]1CN(C)C(=O)c2ccc(NC(=O)Nc3cc(F)ccc3F)cc2OC[C@H](C)N(C(=O)c2ccccn2)C[C@@H]1C | 1.1
C/C=C/c1ccc([C@H]2[C@@H](CO)N3CCCCN(C(=O)Nc4ccccc4F)C[C@H]23)cc1 | 3.3
COc1cccc(-c2ccc([C@@H]3[C@@H](CO)N4CCCCN(Cc5cncnc5)C[C@H]34)cc2)c1 | 0.32
COc1ccc(CN(C)C[C@H]2OCCCC[C@H](C)Oc3ccc(NC(=O)C4CCCCC4)cc3C(=O)N([C@H](C)CO)C[C@@H]2C)cc1 | 0.85
O=C(C[C@@H]1CC[C@@H]2[C@H](COC[C@H](O)CN2Cc2cc(F)cc(F)c2)O1)Nc1nccs1 | 1.1
COc1ccccc1NC(=O)N1CC(=O)N2[C@H](CO)[C@H](c3ccc(-c4ccc(F)cc4)cc3)[C@@H]2C1 | 0.041
N#C[C@H]1[C@@H](c2ccccc2C2=CCCC2)[C@@H](CO)N1S(=O)(=O)c1ccccc1 | 5.1
COc1ccc(C[C@H]2CCn3nncc3COC[C@H](c3ccccc3)NC2=O)cc1 | 1.5
N#Cc1cccc(-c2ccc3c(c2)[C@@H]2[C@@H](CCN2C(=O)c2ccccc2F)[C@@H](CO)N3)c1 | 0.04
O=C(NC[C@H]1[C@@H](c2ccccc2)[C@H](CO)N1C(=O)C1CC1)NC1CCCC1 | 3.1
COc1ccccc1NC(=O)N1CC(=O)N2[C@H](CO)[C@@H](c3ccc(-c4ccc(C)cc4)cc3)[C@@H]2C1 | 1.4
N#Cc1ccc(-c2ccc([C@H]3[C@H](CO)N4C(=O)CN(C(=O)C5CCCCC5)C[C@@H]34)cc2)cc1 | 5

These rows are one share of the data; count on the stated rates, not on these rows.
